# tim10-1 inh: tim10-1 yeast growth inhibition; S. cerevisiae tim10-1 ts strain growth, BacTiter-Glo, 24 h; inhibition, % at 20 µM; actives 2.2% (n = 330,000); AID 463190;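 active = inhibition of at least 40%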;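 note: mutant grown at 25 °C; 0% = DMSO wells with yeast and 100% = wells holding no yeast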
# TIM10 inh: TIM10 yeast growth inhibition; S. cerevisiae TIM10 strain growth, BacTiter-Glo luminescence, 24 h; inhibition, % at 10 µM; actives 1.4% (n = 330,000); AID 463195;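 active = inhibition of 40% or more at the single tested concentration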;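 note: wild-type TIM10 isogenic control strain grown at permissive 25 °C; 0% = DMSO yeast wells and 100% = minimal medium wells without yeast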
# APOBEC3G inh: inhibitors of human APOBEC3G DNA deaminase | Q9HC16 | recombinant A3G, ssDNA deamination FAM/TAMRA fluorescence | inhibition, % at 20 µM | actives 0.28% (n = 330,000) | AID 493012;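 active = inhibition of at least 40% at 20 µM, with no more than 30% in the related APOBEC3A deaminase screen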;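 note: plate controls were DMSO wells with A3G for no effect and wells lacking A3G enzyme for full effect; some compounds called inactive have numbers as strong as hits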
# mIAP activ: increases mouse intestinal alkaline phosphatase activity. muIAP, CDP-Star luminescence, 30 min; active compounds read high; 1 = vehicle-only enzyme signal, 0 = enzyme-free wells. activation factor at 10 µM. actives 0.24% (n = 330,000);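 active = activation factor of at least 2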; note: the source names both 10 and 20 µM as test concentration; values of inactives mirror those of a sister screen read the other way
#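 Assay system: mouse IAP enzyme / Compound: DMSO-dissolved test compounds / Timing: 30 min, room temperature / Measured by: luminescence from enzymatic CDP-Star hydrolysis / Control set: DMSO-only wells, enzyme-free buffer wells as negative control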
# NLRP3 yeast inh: NALP3 inhibition in yeast; Yeast reconstituted NLRP3/ASC/caspase-1, beta-gal luminescence, 24 h; inhibition, % at 10 µM; actives 0.39% (n = 330,000); AID 2825;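 active = inhibition of 50% or more; inactive = inhibition below 50%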;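 note: plate controls were induced DMSO wells for no effect and uninduced yeast grown without galactose for full effect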
# mIAP inh: mouse IAP inhibition. actives 0.2% (n = 330,000). purified mouse IAP, CDP-Star luminescence, 30 min. AID 2806. inhibition, % at 10 µM;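 active = inhibition of at least 40% at 10 µM in the primary screen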;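 note: plate controls were DMSO with enzyme for no effect and no enzyme wells for full effect; values of inactives mirror those of a sister screen read the other way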
# hIAP inh: blocks human intestinal alkaline phosphatase | P09923 | purified IAP, CDP-Star luminescence, 30 min | inhibition, % at 10 µM | actives 0.12% (n = 330,000);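 active = inhibition reaching a set limit with compound at 10 µM in the primary screen, cut at about 35% in these data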;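 note: plate controls were DMSO wells with enzyme for no effect and no-enzyme buffer wells for full effect; values of inactives mirror those of a sister screen read the other way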
# Target sequence (P09923 whole entry, looked up): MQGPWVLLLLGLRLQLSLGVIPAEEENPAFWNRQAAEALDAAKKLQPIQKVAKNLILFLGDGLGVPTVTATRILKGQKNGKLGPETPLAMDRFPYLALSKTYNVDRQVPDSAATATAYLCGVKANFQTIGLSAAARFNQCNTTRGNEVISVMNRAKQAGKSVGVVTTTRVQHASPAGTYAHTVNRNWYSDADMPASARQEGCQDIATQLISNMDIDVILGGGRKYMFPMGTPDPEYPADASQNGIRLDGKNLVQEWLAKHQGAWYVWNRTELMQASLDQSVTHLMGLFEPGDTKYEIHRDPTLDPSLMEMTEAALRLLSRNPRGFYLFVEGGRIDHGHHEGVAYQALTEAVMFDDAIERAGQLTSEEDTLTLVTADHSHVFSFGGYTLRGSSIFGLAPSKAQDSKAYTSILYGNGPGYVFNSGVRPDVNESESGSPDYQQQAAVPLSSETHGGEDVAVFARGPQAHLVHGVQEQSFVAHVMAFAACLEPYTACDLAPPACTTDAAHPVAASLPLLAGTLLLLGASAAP
# APOBEC3A inh: inhibitors of human APOBEC3A DNA deaminase | P31941 | recombinant A3A, FAM/TAMRA ssDNA deamination fluorescence | inhibition, % at 20 µM | actives 0.41% (n = 330,000) | AID 493011;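 active = at least 40% inhibition at 20 µM here, with at most 30% in a related deaminase screen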;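 note: plate controls were A3A with DMSO for no effect and wells lacking A3A enzyme for full effect; some results filed as inactive read as strong as hits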
# Target sequence (P31941 whole entry, looked up): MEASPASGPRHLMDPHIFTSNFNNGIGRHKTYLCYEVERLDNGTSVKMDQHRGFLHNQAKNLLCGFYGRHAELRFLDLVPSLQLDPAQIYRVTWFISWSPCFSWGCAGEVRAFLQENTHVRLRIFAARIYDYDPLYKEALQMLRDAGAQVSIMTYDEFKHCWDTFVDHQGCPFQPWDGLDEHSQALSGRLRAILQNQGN
# MIN6 prolif: inducers of beta-cell replication in MIN6 cells; MIN6 cells proliferation, ATPlite luminescence, 48 h; cells starved in 0.2% serum; 100% = growth in 10% serum; proliferation, % at 10 µM; actives 0.29% (n = 330,000);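 active = compounds whose signal lies at least 3.5 SD above the mean of all wells on their plate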;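 note: 0% = DMSO-treated cells in low-serum medium and 100% = 10% serum control; some compounds called inactive have numbers as strong as hits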
# Starred values were filed as active, the others as inactive.
SMILES,tim10-1 inh,TIM10 inh,APOBEC3G inh,mIAP activ,NLRP3 yeast inh,mIAP inh,hIAP inh,APOBEC3A inh,MIN6 prolif
O=C(Nc1ccccc1C(=O)N1CCOCC1)c1ccc(F)cc1,15,15,-7,1,11,-5,-6,-1,-3
O=C(NCC(=O)N(c1ccc(F)cc1)C(C(=O)NC1CCCCC1)c1cccnc1)c1ccco1 (stereo not drawn),17,-2,-4,0.91,5,9,-2,2,2
Cc1cc2cc3c(cc2nc1SCC(=O)Nc1ccccc1)CCC3,3,0,-3,0.98,2,2,18,-3,-2
O=C(C1CCCC1)N(c1ccccc1)C1C=CS(=O)(=O)C1 (stereo not drawn),-17,-9,0,1.1,5,-6,5,4,-1
Cc1ccc(OCCC(=O)OCC(=O)NC(=O)c2ccccc2)cc1,7,-4,-2,1,7,-2,0,22,4
O=C(NCCO)c1cc2ccccc2cc1O,-2,4,-2,1.1,-5,-5,-1,1,1
O=[N+]([O-])c1c(Nc2ccccc2O)ccc2nonc12,14,3,-1,0.84,20,16,9,3,-2
Cc1ccc(C(=O)Nc2ccccc2Cl)cc1,-2,-1,-6,1,21,0,2,-8,-3
O=C(Nc1ccccc1)[C@@H]1CC=C[C@@H]2CCN(Cc3ccc(Cl)c(Cl)c3)C(=O)[C@@H]21,31,19,5,1.3,17,-25,2,2,-8
COc1ccccc1CNS(=O)(=O)c1ccc(-n2cnnn2)c(C)c1,9,-13,-7,1,6,-2,-4,2,-1
O=C(NC(=S)N1CCCCC1c1cccnc1)c1ccc(F)cc1 (stereo not drawn),34,4,-7,0.94,13,6,-7,-7,-1
COc1ccc(CCC(=O)NCc2cn3ccsc3n2)cc1,-7,11,0,1.1,6,-8,-18,1,0
[N-]=[N+]=CC(=O)CC(c1ccccc1)N1C(=O)c2ccccc2C1=O (stereo not drawn),3,-6,-5,1,-2,-2,-35,-3,-1
COC(=O)c1ccccc1Oc1ccc(NC(=O)CCCl)cc1,36,14,-5,1,12,-5,6,-1,-2
Cc1sc2ncnc(Sc3ccccc3C(=O)Nc3ccc(C#N)cc3)c2c1C,39,6,-2,0.89,3,11,3,0,0
O=C(O)c1ccc(C(=O)c2ccc3c(c2)C(=O)N(CC2CCCO2)C3=O)cc1 (stereo not drawn),7,-16,-5,0.97,-4,3,-26,-3,-1
CCS(=O)(=O)N1CCC(N2CCN(c3ccccc3)CC2)CC1,5,-9,-11,0.96,7,4,15,-7,0
COCCn1c(SCC(=O)NNC(=O)Cc2ccccc2)nc2ccccc2c1=O,-7,4,-2,0.91,2,9,-66,3,0
COc1ccc(NC(=S)/N=C(\N)Nc2nc(C)c3ccccc3n2)cc1,35,28,-6,0.83,36,17,-6,-2,-4
CC(c1ccco1)N(C(=O)C12CC3(C)CC(C)(CC(C)(C3)C1)C2)c1ccccn1 (stereo not drawn),23,23,0,1,8,-5,9,0,-4
CCC(=O)Nc1ccc2c(c1)nc(CCN1CCCCC1)n2C,3,1,-1,0.96,8,4,3,1,-3
CC1CC2(CCCC2)N(C(=O)c2ccccc2)Cc2ccccc21 (stereo not drawn),38,33,-4,0.96,-28,4,6,-1,-5
O=C(Nc1ccc(N2CCN(C(=O)c3ccccc3)CC2)c(Cl)c1)c1ccc(Br)o1,48*,33,-4,1.1,22,-6,10,-1,-2
Cc1nnc(SCC(=O)NNC(=O)C(C)C)[nH]c1=O,11,-3,-8,0.91,11,9,7,-1,0
CCN(C(=O)COC(=O)CN1C(=O)c2ccccc2C1=O)c1ccccc1,12,-4,-6,1.2,1,-15,15,-3,-1
CCOC(=O)COc1c(/C=N\O)cc(Cl)cc1OC,15,0,0,0.97,-10,3,-4,1,-2
Cc1c(Cl)cccc1NC(=O)NCCCN1CCCC1=O,2,-3,-8,1,19,-1,14,-7,3
CN1c2ccccc2C(=O)NC1c1ccc([N+](=O)[O-])s1 (stereo not drawn),-74,-63,-5,1,14,-5,-1,-3,-3
COc1ccc(Cl)c(OC)c1C(=O)NC(=O)Nc1nc(C)nc(C)n1,9,3,16,1.1,16,-8,4,5,-2
Cc1ccc(OCC(=O)N/N=C/c2cccn2C)cc1C,-2,3,-6,0.95,31,5,13,-2,1
COC(=O)c1ccc(COn2nnc3ccccc32)cc1,-2,-4,-6,0.95,28,5,18,-2,1
CC(C)NC(=O)C(=O)NCCN1CCN(C(=O)c2ccc(C(C)(C)C)cc2)CC1,19,16,-3,0.97,16,3,8,3,-4
CC[N+](CC)(CC)CC(=O)Nc1c(C)cccc1C,10,6,-7,1.1,10,-6,12,0,-2
CCOC(=O)c1c(-c2ccco2)csc1NC(=O)COC(=O)c1cnccn1,16,10,1,0.92,15,8,-1,11,-3
Cc1cccc(N2C(=O)c3ccc(C(=O)Nc4cccc(C(=O)O)c4)cc3C2=O)c1,3,0,7,1.2,4,-19,-3,0,-4
O=C(CCCOc1ccccc1)N1CCN(S(=O)(=O)c2cccc(F)c2)CC1,15,-6,-6,0.96,15,4,4,-2,1

# Only mIAP activ, NLRP3 yeast inh and APOBEC3G inh, for 2 of the compounds above:
SMILES	mIAP activ	NLRP3 yeast inh	APOBEC3G inh
CC(C)NC(=O)C(=O)NCCN1CCN(C(=O)c2ccc(C(C)(C)C)cc2)CC1	0.97	16	-3
CC[N+](CC)(CC)CC(=O)Nc1c(C)cccc1C	1.1	10	-7

# New compounds follow:
SMILES,tim10-1 inh,TIM10 inh,APOBEC3G inh,mIAP activ,NLRP3 yeast inh,mIAP inh,hIAP inh,APOBEC3A inh,MIN6 prolif
CCOC(=O)N1CCN(C(=O)CCN2C(=O)c3ccccc3S2(=O)=O)CC1,-18,-11,-13,0.9,6,10,-8,-4,-1
COc1ccccc1Nc1ccc(Nc2ccccc2OC)nn1,23,18,-4,0.92,3,8,-9,1,0
Cc1ccc(/C=N/NC(=O)C(c2ccncc2)N2CCOCC2)cc1 (stereo not drawn),12,4,1,1,13,-1,2,-2,-2
O=C(Cc1ccccc1)NCCn1ccc2ccccc21,1,-9,0,1,6,0,-2,-1,2
CC(C)C1=NOC(C(=O)N2CCC(N3CCC(C(=O)N4CCOCC4)CC3)CC2)C1 (stereo not drawn),-4,2,-5,0.99,-9,1,2,-3,1
CC(Nc1ccc(Cl)cc1)C(=O)NN (stereo not drawn),-7,-18,-6,1.1,21,-6,-1,-3,-1
CCn1c(COc2cccc(C)c2)nc2ccccc21,20,22,0,0.99,48,1,1,1,1
COc1ccc2nc(-c3ccccc3)nc(SCC(=O)NCC3CCCO3)c2c1 (stereo not drawn),-43,9,-8,0.98,17,2,13,-2,1
Cc1cccc(OCc2n[nH]c(=S)n2-c2ccccc2)c1,14,22,12,1,5,-4,3,-5,2
Fc1ccc(NC(=S)NCCN2CCOCC2)cc1,9,0,-5,1.1,12,-6,-4,-2,0
O=C(N/N=C/c1ccccc1OCC(=O)N1CCCC1)C(=O)Nc1ccccc1F,13,-6,-6,0.98,14,2,10,2,0
Cc1cccc(-n2ncc3c(NCc4ccco4)ncnc32)c1,13,-5,1,1.1,13,-12,-2,0,0
COCCCNC(=O)Cn1nnc(-c2ccccc2NC(=O)c2ccc(F)cc2)n1,14,17,-3,0.96,-10,4,24,1,0
COc1ccc(Cl)cc1C(=O)OCC(=O)N1CCCC(C)C1 (stereo not drawn),5,-11,-4,1,22,-1,9,1,-2
COc1cccc(-n2c(C)nc3cc(C(=O)O)ccc32)c1,-4,-6,-1,0.91,10,9,7,-1,-2
COc1ccc(-c2[nH]ncc2CN(C)C(C)c2ccncn2)c(F)c1 (stereo not drawn),4,1,-11,0.97,9,3,3,2,2
COc1ccc(CC2(CO)CCN(C/C=C/c3ccccc3OC)CC2)cc1,5,3,-2,0.94,15,6,-9,0,-4
Cc1cc(-c2nc(C)c(C(=O)NNS(=O)(=O)c3cccc(C(F)(F)F)c3)s2)no1,-4,1,-10,0.88,-1,12,8,4,-3
COc1cc(NC(=O)c2ccc(N)nc2)cc(C(=O)Nc2cccc(C(F)(F)F)c2)c1,7,2,-4,1,12,-2,26,0,-1
COc1cc(O)c(C(=O)/C=C/c2ccccc2)c(OC)c1,37,28,-8,0.87,27,13,9,-3,-6
NC(=O)c1cc2ccccc2o/c1=N/NC(=O)c1cccs1,-23,-10,2,0.68,6,32,-2,7,-2
O=C(COc1ccc(F)cc1Br)N1CCN(S(=O)(=O)/C=C/c2ccccc2)CC1,19,15,-6,0.96,12,4,14,1,-3
CCC(CO)Nc1nc2ccc(Cl)cc2c2ccccc12 (stereo not drawn),53*,32,1,1.1,21,-15,4,2,-3
COc1ccc(OC)c(/C=N/N=C2\SCC(=O)N2Cc2ccco2)c1,38,22,8,0.86,2,14,1,5,3
N#CCCn1cc(/C=C2\NC(=S)N(c3ccccc3)C2=O)c(-c2ccc(-c3ccccc3)cc2)n1,11,8,1,0.94,12,6,10,2,-5
C/C(=N\NC(=O)c1ccc(C)cc1)C1C(=O)c2ccccc2C1=O,7,25,0,0.89,21,11,-13,2,-3
NC(N)=NS(=O)(=O)c1ccc(NC(=S)NC(=O)/C=C/c2ccc(F)cc2)cc1,-9,1,-1,1,10,0,10,5,0
COc1cc(CC(=O)OCC(=O)Nc2cc(S(=O)(=O)N3CCCC3)ccc2Cl)cc(OC)c1OC,-4,-5,4,1,-7,-5,1,3,-1
N#Cc1c(NC(=O)CSc2ncn[nH]2)sc2c1CCCCC2,29,29,-7,0.78,-16,22,-29,-2,-4
CCOC(=O)c1sc(NC(=O)OC)c(C(=O)OC)c1C,-7,-23,-2,1.1,13,-6,5,-4,-1
O=C(O)C(Cc1ccc(O)cc1)N1C(=O)c2c(Cl)c(Cl)c(Cl)c(Cl)c2C1=O (stereo not drawn),12,21,-6,0.98,17,2,1,-2,-1
Cc1ccc(NC(=O)CN(C)C(=O)CSc2nnc(NC(C)C)s2)cc1,5,14,5,1,3,0,-5,-2,-2
O=C(O)C1CC=CCC1C(=O)Nc1cccc(Cl)c1 (stereo not drawn),-27,-11,-3,1.1,7,-13,-10,1,-4
O=C(NCCc1ccccc1)c1ccc(NCC2CCCO2)c([N+](=O)[O-])c1 (stereo not drawn),39,8,-4,0.89,11,11,15,-1,-2
CN1CCN(c2ccc(NC(=O)c3ccc(Cl)cc3)cn2)CC1,3,-13,-1,1.1,1,-9,-1,-4,-4
COc1ccc(NC(C)=O)cc1NC(=O)CSc1nnc(C2CCCCC2)n1N,-7,-5,-10,0.98,12,2,-16,-4,0
COc1ccc(OC)c(-c2cc(C(=O)N3CCOCC3)no2)c1,13,-5,-2,1,13,-3,-6,-4,-1
CCOC(=O)N1CCN(c2ccccc2O)CC1,-3,-3,-1,0.99,4,1,-4,-3,0
Cc1sc2ncnc(N3CCC(C(=O)Nc4cc(S(C)(=O)=O)ccc4Cl)CC3)c2c1C,15,6,-12,1,10,-1,8,-5,3
COc1cc(C)ccc1OCCON1C(=O)CCC1=O,3,-2,-15,0.98,4,2,6,2,3
COc1ccc(-n2c(NC(=O)c3ccco3)c(C#N)c3nc4ccccc4nc32)cc1,14,18,-5,0.92,6,8,-3,0,-2

# Screening data deposited in PubChem BioAssay by Sanford-Burnham Center for Chemical Genomics.
